Compound activity deposited in PubChem BioAssay by National Center for Advancing Translational Sciences (NCATS).
GPT2 inh – GPT2 alanine aminotransferase inhibition | Recombinant GPT2, coupled pyruvate oxidase/HRP Amplex Red fluorescence | Potency, µM (highest dose often 57.7 µM), inactives show at the highest dose activity change, negative = inhibition, most hits filed as inhibitors | AID 1671188 | Q8TD30 | 100,000 tested, 0.25% active; also: potency is read from the fitted curve at half-maximal effect; nearly all actives have a fitted effect of over 60% in size; many of its hits are not listed in these tables
Target sequence (Q8TD30 whole entry, looked up): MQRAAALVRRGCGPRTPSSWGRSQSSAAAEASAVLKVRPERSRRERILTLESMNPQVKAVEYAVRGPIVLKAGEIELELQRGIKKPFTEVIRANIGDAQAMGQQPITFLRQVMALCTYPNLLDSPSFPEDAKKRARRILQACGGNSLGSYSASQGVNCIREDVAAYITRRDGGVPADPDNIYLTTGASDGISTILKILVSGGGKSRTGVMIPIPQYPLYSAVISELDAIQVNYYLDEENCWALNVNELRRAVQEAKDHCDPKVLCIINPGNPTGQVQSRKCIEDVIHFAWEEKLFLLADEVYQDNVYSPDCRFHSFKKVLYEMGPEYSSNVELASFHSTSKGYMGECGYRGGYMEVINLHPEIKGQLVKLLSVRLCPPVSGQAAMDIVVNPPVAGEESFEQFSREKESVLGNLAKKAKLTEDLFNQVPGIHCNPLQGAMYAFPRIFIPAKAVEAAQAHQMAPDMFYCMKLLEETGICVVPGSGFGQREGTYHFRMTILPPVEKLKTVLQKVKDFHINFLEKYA
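Recombinant GPT2 (10ng/uL) with 250uM a-KG and 2mM L-alanine, 30 min at room temperature, in HEPES pH 7.5 buffer. Pyruvate detected by pyruvate oxidase/HRP/Amplex Red fluorescence after 30 min in the dark; AOA (50uM) as positive control.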
HEK293 viab – reduces viability of HEK-293 SNCA reporter cells; HEK-293-SNCA-luc viability, GF-AFC fluorescence, 24 h; Potency, µM (titrated, usually from 57.1 µM), for inactives: top-dose activity change, negative = cytotoxicity, usual class: cytotoxic; 150,000 tested, 0.12% active; AID 1671193;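 also: potency is read from the fitted curve at half-maximal effect; 0% = DMSO-treated cells and -100% = medium-only wells without cells; nearly all actives have a fitted effect of over 30% in size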
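HEK-293-SNCA-luc cells (1500/well) plated 24 h, then exposed 24 h to a dilution series; GF-AFC added 30 min at 37C, fluorescence 405/540 nm; normalised to medium-only and DMSO wells, Hill fit.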
SNCA expr inhib – SNCA gene expression inhibition | Potency, µM (highest dose often 57.2 µM), without a hit: top-dose activity change, negative = inhibition, most hits filed as inhibitors | 140,000 tested, 0.17% active | HEK-293 SNCA-luciferase knock-in, luminescence, 24 h;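 also: potency is read from the fitted curve at half-maximal effect; plate controls were DMSO cells for no effect and cell-free wells for full effect; nearly all actives have a fitted effect of over 45% in size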
FLuc inh – inhibitors of firefly (Photinus pyralis) luciferase | P08659 | purified P. pyralis luciferase, luminescence, biochemical | Potency, µM (highest dose often 115 µM), inactives show top-dose activity change, negative = inhibition, usual class: inhibitors | AID 1347043 | 76,000 tested, 2.5% active; also: potency is read from the fitted curve at half-maximal effect; nearly all actives have a fitted effect of over 65% in size
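Luminescence read by CCD imager after adding enzyme (10nM final) to wells holding compound, titrated in qHTS. Substrates 10uM each D-luciferin and ATP; buffer 50mM Tris acetate pH 7.5, 10mM Mg acetate, Tween-20, BSA.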
IP6K1 inh – blocks human inositol hexakisphosphate kinase 1 | Q92551 | IP6K1 kinase, ADP-Glo luminescence, 2 h; hits give low values | 140,000 tested, 0.81% active | activity change, % (series mostly up to about 58 µM); in the data active = activity change below about -25%
Target sequence (Q92551 whole entry, looked up): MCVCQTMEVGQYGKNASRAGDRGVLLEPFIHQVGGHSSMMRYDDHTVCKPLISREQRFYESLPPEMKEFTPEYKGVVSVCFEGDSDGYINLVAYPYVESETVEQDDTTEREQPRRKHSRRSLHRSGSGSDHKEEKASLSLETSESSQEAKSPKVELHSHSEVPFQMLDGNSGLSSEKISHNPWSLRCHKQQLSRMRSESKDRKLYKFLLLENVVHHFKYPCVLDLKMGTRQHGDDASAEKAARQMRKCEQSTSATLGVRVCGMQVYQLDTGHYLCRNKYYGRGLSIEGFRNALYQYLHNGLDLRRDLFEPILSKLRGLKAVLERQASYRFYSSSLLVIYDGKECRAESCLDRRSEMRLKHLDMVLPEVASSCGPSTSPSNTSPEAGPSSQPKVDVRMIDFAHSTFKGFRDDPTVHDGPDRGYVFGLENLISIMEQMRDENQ
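ADP-Glo luminescence measures ADP made by human IP6K1 during a 2 h RT reaction with ATP/IP6 (mix at 1.3 mM/130 uM); top library doses 57.5 and 19.1 uM final.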
HEK293 tox – cytotoxic compounds in HEK 293 cells | HEK 293 viability, ATP luminescence (CellTiter-Glo), 48-72 h | Potency, µM (top dose mostly 115 µM), for inactives: top-dose activity change, negative = cytotoxicity, usual class: inhibitors | 94,000 tested, 6.6% active; also: potency is read from the fitted curve at half-maximal effect; nearly all actives have a fitted effect of over 60% in size
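Luminescence from cellular ATP, measured with CellTiter-Glo, indicates HEK 293 viability. Cells plated at 250 cells/well are treated with compound for 48 or 72 hr at 37 degree Celsius before reagent addition.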
NIH3T3 tox – NIH 3T3 cell cytotoxicity; NIH 3T3 viability, CellTiter-Glo ATP luminescence, 48-72 h; Potency, µM (series often up to 96.7 µM), for inactives: at the top dose activity change, negative = cytotoxicity, hits mostly inhibitors; 94,000 tested, 4.3% active; also: potency is read from the fitted curve at half-maximal effect; nearly all actives have a fitted effect of over 55% in size
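NIH 3T3 cells at 400 cells/well received 23 nL of compound by pintool and were incubated 48 or 72 h at 37 °C. Viability was read as ATP-coupled CellTiter-Glo luminescence.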
Numbers without * were called inactive; i = inactive; ? = inconclusive; / = not tested or not shown; [ ] = another dose, or the depositor's remark. Unless noted, calls follow the shape of the dose curve; as a rule, active = well fitted curve in the direction sought with a large enough effect; inconclusive = small, poorly fitted or top-dose-only effect, or another doubt; inactive = no such curve, though single readings can be large; an effect the other way counts as inactive or inconclusive. Unless noted, % is scaled to controls: 0 for no effect and ±100 for the full control effect.

SMILES	GPT2 inh	HEK293 viab	SNCA expr inhib	FLuc inh	IP6K1 inh	HEK293 tox	NIH3T3 tox
O=C(NC[C@H]1Cn2ccnc2CO1)c1ccccc1	i	2%[87.6 µM]	-14%[87.6 µM]	-18%[230 µM]	-6	-15%[230 µM]	-15%[174 µM]
Cc1cccc(-n2cc(CN(C)C(C)c3ccon3)c(-c3cccc(F)c3)n2)c1 (centres undefined)	5%	0%	?	-5%	-5	?	?
COc1ccccc1N1CCN(C(=O)Cn2c(=O)n3nc(-c4cccc(C)c4)nc3c3ccccc32)CC1	/	1%	25%	/	5	/	/
CCCCCN1CCc2ccccc2OCC(=O)N(C)[C@@H](Cc2ccc(OCC(=O)OC)cc2)C1=O	/	/	/	/	25	?	?
Cc1ccc(C(=O)N[C@@H]2CN(Cc3ccncc3)C[C@H]2CN(C)C)cc1C	2%	6%	-2%	-9%	7	25µM*	-26%
O=C(O)c1cc(=O)c2ccccc2[nH]1	-9%	11%	0%	/	/	/	/
O=C(NCCc1ccccc1)c1nnc(Cc2cccc(F)c2)o1	/	8%	-10%	/	-9	/	/
COc1ccccc1Cn1c(CNS(=O)(=O)c2ccc3c(c2)CCCC3)nc2cccnc21	/	-17%	?	/	-8	/	/
COc1ccc(-n2c(=O)c3c(c4cc(OC)ccc4n3C)n(Cc3cccc(C)c3)c2=O)cc1	/	5%	-22%	/	19	/	/
Cc1ccc(Cn2c(=O)n(-c3ccc(C)cc3)c(=O)c3c2c2cc(C)ccc2n3C)cc1	/	-3%	-7%	/	5	/	/
Cc1ccc(CCNC(=O)CN(c2cc(C)cc(C)c2)S(=O)(=O)c2c(C)noc2C)cc1	/	21%	-10%	/	-9	/	/
Cc1ccc(-c2ccccc2CN2CCN([S+](=O)([O-])c3c(C)noc3C)CC2)cc1Cl	i	-3%[12.5 µM]	-7%	/	-13	?	?
CC(C)C(NC(=O)c1cccc(C#N)c1)C(=O)N1CCN(c2ccccn2)CC1 (centres undefined)	?	-7%	-5%	-1%	8	-6%	-5%
O=C(c1cccnc1)N1CC2CC(C1)[C@H]1CCCC(=O)N1C2 (some centres undefined)	i	9%	7%	-2%	6	14%	i
CCc1ccc(C(=O)N2CCC(N3C(=O)N(Cc4cccnc4)CC34CCOC4)CC2)cc1 (centres undefined)	-11%	?	19%	/	6	i	?

The list goes on (5 carried over from the part before).
SMILES	GPT2 inh	HEK293 viab	SNCA expr inhib	FLuc inh	IP6K1 inh	HEK293 tox	NIH3T3 tox
Cc1ccc(CCNC(=O)CN(c2cc(C)cc(C)c2)S(=O)(=O)c2c(C)noc2C)cc1	/	21%	-10%	/	-9	/	/
Cc1ccc(-c2ccccc2CN2CCN([S+](=O)([O-])c3c(C)noc3C)CC2)cc1Cl	i	-3%[12.5 µM]	-7%	/	-13	?	?
CC(C)C(NC(=O)c1cccc(C#N)c1)C(=O)N1CCN(c2ccccn2)CC1 (centres undefined)	?	-7%	-5%	-1%	8	-6%	-5%
O=C(c1cccnc1)N1CC2CC(C1)[C@H]1CCCC(=O)N1C2 (some centres undefined)	i	9%	7%	-2%	6	14%	i
CCc1ccc(C(=O)N2CCC(N3C(=O)N(Cc4cccnc4)CC34CCOC4)CC2)cc1 (centres undefined)	-11%	?	19%	/	6	i	?
Cc1cccc(CN2CCCC(O)(CNCc3ncccc3C)C2=O)c1 (centres undefined)	-17%	-18%	-18%	-6%	0	?	14µM*
CN1CCN(Cc2ccc(Nc3ncc(-c4cccnc4)c4c3OCC4)cc2)CC1	i	-18%[87.6 µM]	30%[87.6 µM]	?	-6	?	?
CN(C)C(=O)NCc1cc2n(n1)CCN(Cc1cn[nH]c1-c1ccccc1)C2	i	1%	-6%	10%	-12	i	4%
COc1cc(OC)cc(C(=O)Nc2cccc(-c3nnc4n3CCCC4)c2)c1	i	7%	31%[activator]	2%	-3	?	-13%
CN(C)c1cc(N2CCCC(NC(=O)Cc3ccccc3)C2)ncn1 (centres undefined)	?	-5%	14%	2%	2	-6%	-8%
Cn1ncc(N2CCC(NC(=O)Cc3cccc(F)c3)CC2)cc1=O	-7%	-2%	-12%	0%	7	i	1%
COc1cc(OC)c(NC(=O)CSc2nc3ccncc3[nH]2)cc1Cl	/	-17%	-10%	/	4	/	/
Cc1ccc(C(=O)N2CCCC3(CC(c4cccnc4)=NO3)C2)cc1 (centres undefined)	-5%	1%	13%	/	-11	-10%	-7%
Cc1ccc(-c2nc(SCC(=O)NCc3ccco3)c3c(=O)n(C)c(=O)n(C)c3n2)cc1	/	-7%	-20%	/	-1	/	/
CC(=O)Nc1ccc(CN2CCn3c(nnc3-c3ccc(Cl)cc3)C2)cc1	4%	15%	-5%	/	0	i	?
COc1cccc([S+](=O)([O-])N2CC(Oc3ccc(F)cc3F)C2)c1	i	1%	3%	/	-8	-14%	-3%
COc1ccc(-c2cc3c(=O)n(CCNC(=O)Cc4ccc(C)cc4)ccn3n2)cc1	3%	-17%	1%	?	8	?	-27%
Cc1cc(-c2cc3c(ccn3C)c(C(=O)NCc3c(C)cc(C)[nH]c3=O)n2)ccn1	-1%[88.5 µM]	-13%[87.6 µM]	50%[activator][87.6 µM]	1%[172 µM]	41	?	?
COc1ccc(C(=O)N2CCC3(CC2)N(C)C(=O)CS3(=O)=O)cc1OC	-5%	?	-29%	2%	18	-6%	-1%
Cc1ccccc1OCC(=O)Nc1ccccc1C(=O)OCc1cc(=O)n2ccsc2n1	/	4%	105%[activator]	/	17	/	/
CSc1ccc(/C=C/c2nc3ccccc3n2S(=O)(=O)c2ccc(F)c(C)c2)cc1	/	-6%	-84%	/	-39*	/	/
CC1Oc2ccc(NC(=O)c3c(F)cccc3F)cc2CN(Cc2ccc(Cl)cc2)C1=O (centres undefined)	i	-13%	-2%	4%	17	16µM*	?
O=C(COc1ccc(F)cc1)N1CCC(Cc2nncn2Cc2ccccc2)C1 (centres undefined)	i	14%	?	-4%	11	-11%	?
COCCNC(=O)[C@H]1CCC[C@H]1NC(=O)c1cnc(C)cn1	1%	5%	-7%	2%	22	i	1%
Cc1cc(C)c(NC(=O)Cn2cnc3c(oc4ccccc43)c2=O)c(C)c1	/	13%	5%	/	-2	/	/
CCS(=O)(=O)c1ccc2oc([C@H]3CCN(C(C)C)C3)nc2c1	i	8%[87.6 µM]	202%[activator][87.6 µM]	-10%[172 µM]	-4	-22%[172 µM]	-16%[138 µM]
O=C(NC1CCCC1)c1ccc2c(c1)N(Cc1ccccc1Cl)C(=O)c1ccccc1S2	/	8%	10%	/	8	/	/
CCN(CC)Cc1cnc2c(C(=O)NCC(C)c3ccccc3)cnn2c1 (centres undefined)	-1%	1%	-4%	2%	0	?	-3%
CCOC(=O)c1ccc(NC(=O)Cn2ccn3nc4c(c3c2=O)CCCCC4)cc1	i	-12%	-16%	5%	27	45µM*	?
Cc1ccccc1-c1nc(N2CCOCC2)cc2c1CN(Cc1cnn(C)c1)C2=O	-15%[88.5 µM]	-10%[87.6 µM]	-9%[87.6 µM]	-16%[172 µM]	3	?	?
NCCCCC(=O)O	4%	-6%	-13%	/	/	/	/
Cc1ccc(-n2ncc(C(=O)NCCN3CCN(C)CC3)c2C2CCN(C(=O)OC(C)(C)C)CC2)cc1	/	-8%	2%	/	-6	/	/
O=C(CN1C(=O)C2(SCC(=O)N2c2cccc(F)c2)c2ccccc21)NCc1ccccc1Cl (centres undefined)	/	-7%	-21%	/	9	/	/
Cc1ccc(S(=O)(=O)c2cn(CC(=O)Nc3ccccc3C)c3cc4c(cc3c2=O)OCO4)cc1	/	1%	-4%	/	9	/	/
Cc1ccccc1-c1noc(-c2ccc(NCc3ccco3)c([N+](=O)[O-])c2)n1	/	2%	28%	/	-8	/	/
COc1ccc(-c2ccc(C(=O)Nc3ccccc3F)c(Cl)c2)nn1	/	/	/	/	7	?	-26%
CCOc1ccc(C2c3c(oc4cc(C)c(C)cc4c3=O)C(=O)N2c2ccccn2)cc1 (centres undefined)	/	-7%	85%[activator]	/	0	/	/
CCn1nc(C)c(CCC(=O)NC2CCCc3c2[nH]c2c(Cl)cccc32)c1C (centres undefined)	-6%	5%	-1%	6%	-15	?	?
COc1ccc(Nc2cc(C(=O)NCc3cccs3)c3ccccc3n2)cc1	/	23%	7%	/	26	/	/
COCCn1cc(CN(C)Cc2ccccc2)ccc1=O	i	-7%	5%	5%	-13	-9%	-9%
O=C(NCCC1CCN(C(=O)Nc2cc(F)ccc2F)CC1)c1ccccc1	i	-5%	30%[activator]	?	-4	5%	-8%
Cc1ccc(CNC(=O)N2CCC3(CC2)CC(C(=O)N2CCOCC2)N(C)C3)cc1 (centres undefined)	-25%	6%	4%	-18%	8	-5%	-22%
CCCc1nnc(NC(=O)Cc2coc3c(C)c(C)ccc23)s1	/	-11%	-8%	/	15	/	/
CC(=O)NCCC1CCN(C(=O)Nc2ccc(C)cc2)CC1	-13%	6%	?	8.9µM*	-5	10%	3%
CCc1cccc(NC(=O)CC2CCCN(c3cnn(CC4CC4)c(=O)c3)C2)c1 (centres undefined)	i	-9%	1%	7%	30	?	40µM*
Cn1c(=O)n(Cc2ccccc2Cl)c(=O)c2c1nc1n2CCN1c1ccccc1	/	4%	4%	/	-4	/	/
COc1ccc(-c2cc(N3CCCC(NC(=O)c4sccc4C)C3)n[nH]2)cc1 (centres undefined)	-26%	?	21%	25µM*	0	?	-26%
COc1cccc(CNC(=O)CCCn2ncn3c(cc4occc43)c2=O)c1	/	7%	-2%	/	18	/	/
COc1cccc(-c2ccc(CN3CCCC3C(=O)N3CCOCC3)cc2)c1 (centres undefined)	-9%	-24%	34%[activator]	/	-2	?	-26%
COc1cccc(Nc2ncc3c(n2)C(C)(C(=O)NCCCn2ccnc2)CC3)c1 (centres undefined)	0%[88.5 µM]	-18%[87.6 µM]	-24%[87.6 µM]	4%[172 µM]	-3	?	25µM*
COc1cccc(C(c2sc3nc(-c4ccco4)nn3c2O)N2CCN(C)CC2)c1 (centres undefined)	/	-17%	18%	/	3	/	/
CN1[C@@H](CCC(=O)Nc2ccccc2)CNC(=O)[C@@H]2[C@H]1CCN2Cc1ccc(C(F)(F)F)cc1	-8%	-5%	5%	-6%	2	-30%	?
O=C(NCc1ccc(F)c(F)c1)c1ccc2nc(-c3cccnc3)oc2c1	-9%[88.5 µM]	1%[87.6 µM]	17%[87.6 µM]	/	2	?	-20%[138 µM]
Cc1nn2c(c1-c1ccccc1-c1ccccc1)N(CC1CC1)CCC2	1%[88.5 µM]	?	2.5µM*	12%[172 µM]	6	2.8µM*	3.2µM*
COc1cccc(-c2ccc(C(=O)NCCNC(=O)N(C)C)cc2)c1	/	/	/	/	-6	?	-17%
Cn1nccc1C(=O)N1CCC(N2C[C@H](O)C[C@H]2C(=O)NC2CCCCC2)CC1	i	1%	-1%	6%	29	-16%	i

Random draw from the library; any-hit rate near 7.8%.
